Screening data deposited in PubChem by Sanford-Burnham Center for Chemical Genomics.
MPTP block: mitochondrial permeability transition pore inhibitors, primary screen, biochemical, isolated mouse mitochondria, absorbance; Ca2+ swelling absorbance, 30 min; inhibition, % at 10 µM; actives 1.4% (n = 360,000);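 active = inhibition of 50% or more, scaled per plate between neutral and stimulator controls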;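 also: 0% = DMSO wells given calcium and 100% = 1 mM EGTA wells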
mIAP activ: activators of mouse IAP, primary screen, biochemical, luminescence, uHTS | AID 2805, 2010 | muIAP, CDP-Star luminescence, 30 min; active compounds read high; 1 = vehicle-only enzyme signal, 0 = enzyme-free wells | intestinal alkaline phosphatase [Mus musculus] | actives 0.24% (n = 330,000) | activation factor at 10 µM;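 active = activation factor of at least 2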; also: the source names both 10 and 20 µM as test concentration; values of inactives mirror those of a sister screen read the other way
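System: Mouse IAP enzyme | Also added: CDP-Star substrate | Dosing: Compounds dispensed in DMSO | Schedule: 30 min enzyme-substrate-compound incubation at room temperature | Technique: Chemiluminescence readout | Control set: DMSO-only wells and no-enzyme negative control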
hIAP inh: human IAP inhibitors, primary screen, biochemical, luminescence, uHTS. Intestinal-type alkaline phosphatase (Homo sapiens), P09923. purified IAP, CDP-Star luminescence, 30 min. inhibition, % at 10 µM. actives 0.12% (n = 330,000);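 active = inhibition reaching a set limit with compound at 10 µM in the primary screen, cut at about 35% in these data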;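 also: plate controls were DMSO wells with enzyme for no effect and no-enzyme buffer wells for full effect; values of inactives mirror those of a sister screen read the other way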
beta cell repl: inducers of MIN6 beta-cell proliferation, primary screen, ATP luminescence, uHTS; MIN6 cells proliferation, ATPlite luminescence, 48 h; cells starved in 0.2% serum; 100% = growth in 10% serum; proliferation, % at 10 µM; actives 0.29% (n = 330,000); AID 2380, 2010;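 active = compounds whose signal lies at least 3.5 SD above the mean of all wells on their plate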;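 also: 0% = DMSO-treated cells in low-serum medium and 100% = 10% serum control; some compounds called inactive have numbers as strong as hits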
APOBEC3G inh: APOBEC3G DNA deaminase inhibitors, primary screen, biochemical, fluorescence, single-stranded DNA substrate, uHTS. inhibition, % at 20 µM. actives 0.28% (n = 330,000). recombinant A3G, ssDNA deamination FAM/TAMRA fluorescence;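 active = inhibition of at least 40% at 20 µM, with no more than 30% in the related APOBEC3A deaminase screen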;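 also: plate controls were DMSO wells with A3G for no effect and wells lacking A3G enzyme for full effect; some compounds called inactive have numbers as strong as hits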
Target sequence (Q9HC16 whole entry, looked up): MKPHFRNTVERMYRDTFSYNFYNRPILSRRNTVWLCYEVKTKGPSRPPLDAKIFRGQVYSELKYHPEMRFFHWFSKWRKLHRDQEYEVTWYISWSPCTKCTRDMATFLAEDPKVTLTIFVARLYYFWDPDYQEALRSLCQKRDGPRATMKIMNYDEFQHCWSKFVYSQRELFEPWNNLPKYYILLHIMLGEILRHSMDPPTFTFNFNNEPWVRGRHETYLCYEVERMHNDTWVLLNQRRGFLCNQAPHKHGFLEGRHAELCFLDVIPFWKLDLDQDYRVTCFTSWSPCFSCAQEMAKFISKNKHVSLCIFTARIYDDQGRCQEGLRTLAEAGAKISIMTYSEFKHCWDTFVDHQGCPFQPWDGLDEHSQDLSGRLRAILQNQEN
hIAP activ: human IAP activators, primary screen, biochemical, luminescence, uHTS; purified human IAP, CDP-Star luminescence, 30 min; active compounds read high; 1 = vehicle-only enzyme, 0 = enzyme-free background; Intestinal-type alkaline phosphatase (Homo sapiens), P09923; actives 0.16% (n = 330,000); activation factor at 10 µM;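 active = activation factor of the enzyme at least 2-fold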; also: the source names both 10 and 20 µM as test concentration; values of inactives mirror those of a sister screen read the other way
mIAP block: inhibitors of mouse IAP, primary screen, biochemical, luminescence, uHTS; intestinal alkaline phosphatase [Mus musculus]; purified mouse IAP, CDP-Star luminescence, 30 min; inhibition, % at 10 µM; actives 0.2% (n = 330,000); AID 2806, 2010;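 active = inhibition of at least 40% at 10 µM in the primary screen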;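 also: plate controls were DMSO with enzyme for no effect and no enzyme wells for full effect; values of inactives mirror those of a sister screen read the other way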
NR3A LBD binder: binders of NR3A ligand-binding domain, primary screen, biophysical, differential scanning fluorimetry, uHTS | actives 2.5% (n = 340,000) | Glutamate receptor ionotropic, NMDA 3A (GRIN3A) ligand-binding domain | Tm shift relative to glycine control, % at 25 µM | NR3A LBD differential scanning fluorimetry, Tm shift; 0% = protein alone, 100% = glycine-bound protein;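 active = melting temperature shift of at least 10% of the positive control shift, at one fixed dose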
APOBEC3A inh: APOBEC3A ssDNA deaminase inhibitors, primary screen, selectivity assay for APOBEC3G inhibitor project, biochemical, FAM/TAMRA oligo cleavage fluorescence | recombinant A3A, FAM/TAMRA ssDNA deamination fluorescence | AID 493011, 2011 | actives 0.41% (n = 330,000) | inhibition, % at 20 µM | DNA dC->dU-editing enzyme APOBEC-3A (Homo sapiens), P31941;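 active = at least 40% inhibition at 20 µM here, with at most 30% in a related deaminase screen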;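 also: plate controls were A3A with DMSO for no effect and wells lacking A3A enzyme for full effect; some results filed as inactive read as strong as hits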
Target sequence (P31941 whole entry, looked up): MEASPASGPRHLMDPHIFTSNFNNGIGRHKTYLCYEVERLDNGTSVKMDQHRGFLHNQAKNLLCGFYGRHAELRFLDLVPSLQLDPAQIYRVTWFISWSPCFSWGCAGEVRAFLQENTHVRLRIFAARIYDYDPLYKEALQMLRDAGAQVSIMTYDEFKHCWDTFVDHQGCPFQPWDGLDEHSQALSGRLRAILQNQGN
The depositor's hits bear a star; / = not tested or not shown.

Values in the order: MPTP block | mIAP activ | hIAP inh | beta cell repl | APOBEC3G inh | hIAP activ | mIAP block | NR3A LBD binder | APOBEC3A inh
1. CS(=O)(=O)N1CCN(C(=S)NCc2ccc(F)cc2)CC1
→ -1.7 | 0.938 | 15.0 | 1.0 | 0.4 | 0.85 | 6.2 | -1.9 | 4.2
2. O=C(CCCCO)c1ccc(O)c(Cl)c1
→ -2.1 | 0.955 | -8.4 | 1.9 | -8.7 | 1.08 | 4.5 | 0.5 | -3.6
3. Cc1ccnc(NS(=O)(=O)c2ccc(NC(=O)CCc3ccccc3)cc2)n1
→ 0.2 | 1 | -8.5 | -4.4 | -4.0 | 1.08 | -0.5 | -0.3 | -2.9
4. Cc1ccc(C2CC(=O)C=C(Nc3ccc(Cl)cc3)C2)cc1 (stereo unspecified)
→ 3.7 | 0.978 | 7.0 | 0.0 | 0.3 | 0.93 | 2.2 | -2.4 | 1.6
5. CN(CCOc1ccccc1)C(=O)C1CCC(=O)N(CCc2ccc(Cl)cc2)C1 (stereo unspecified)
→ 1.4 | 0.997 | 1.1 | -0.7 | 2.7 | 0.989 | 0.3 | 1.0 | 2.3
6. COc1ccc(CS(=O)(=O)CC(C)(O)c2ccccc2Cl)cc1 (stereo unspecified)
→ -0.1 | 0.98 | 0.1 | 8.9* | -9.8 | 0.999 | 2.0 | 16.4* | -1.2
7. Clc1ccc(-[n+]2c(-c3cccc(Br)c3)[nH]c3nc4ccccc4nc32)cc1
→ 0.1 | 0.844 | 12.9 | -2.8 | -3.9 | 0.871 | 15.6 | 0.5 | -2.2
8. COc1ccc(N(CC(=O)N2CCOCC2)S(C)(=O)=O)cc1Cl
→ -0.1 | 0.929 | 14.5 | -2.5 | -1.2 | 0.855 | 7.1 | -1.8 | -0.6
9. Cc1nnc(-n2ncc(C#N)c2N)c2nn(-c3cccc(Cl)c3)c(C)c12
→ 0.8 | 1.04 | -16.4 | -2.2 | -1.2 | 1.16 | -3.9 | 1.1 | 1.9
10. O=C1c2ccccc2[C@@H]2C[C@@H](O)[C@H](Nc3ccccc3)CCN12
→ -1.2 | 1.15 | / | / | 2.6 | / | -8.6 | -2.0 | 2.6
11. O=C(CSc1nc2ccccc2o1)c1ccccc1
→ -1.0 | 0.872 | 17.0 | 1.1 | -7.7 | 0.83 | 12.8 | 2.6 | -2.9
12. O=C(CSc1nc2ccc(Nc3nc(N4CCCC4)nc(N4CCCC4)n3)cc2s1)NCc1ccco1
→ 5.3 | 1.04 | 5.6 | -3.6 | 2.3 | 0.944 | -3.7 | -7.2 | 7.5
13. CN(C(=O)COC(=O)COc1ccc(Cl)cc1Cl)c1c(N)n(Cc2ccccc2)c(=O)[nH]c1=O
→ 0.3 | 1.03 | 10.3 | 0.6 | -9.3 | 0.897 | -3.2 | 1.1 | 0.3
14. OCc1cccnc1
→ / | 1.02 | 6.0 | 3.9 | -4.4 | 0.94 | -2.1 | / | -2.2
15. CCn1cc(Br)c(C(=O)Nc2ccc(F)cc2F)n1
→ 1.9 | 1.04 | 14.8 | 3.3 | -3.2 | 0.852 | -4.3 | 0.3 | 4.9
16. O=C(NNC(=S)Nc1ccc(Br)cc1)c1ccccc1Br
→ 8.7 | 0.919 | -34.1 | -3.1 | 8.0 | 1.34 | 8.1 | 1.7 | -1.6
17. CC(=O)N1CCOc2ccc(S(=O)(=O)Nc3ccc(Cl)cn3)cc21
→ -0.9 | 0.974 | -10.2 | -2.6 | -4.1 | 1.1 | 2.6 | 0.1 | -2.4
18. COc1ccccc1N(C)S(=O)(=O)c1ccc(Cl)c(C(=O)NCC2(N(C)C)CCCCC2)c1
→ 0.8 | 1 | -17.6 | -0.2 | -4.9 | 1.18 | -0.2 | -0.1 | 0.7
19. Cc1ccccc1Cc1c(C)nc2nc(SCC(=O)NCCCN3CCCCC3)nn2c1C
→ -1.1 | 0.99 | 9.4 | -1.6 | -11.2 | 0.906 | 1.0 | 1.0 | -3.0
20. OCc1nnn(-c2cccc(C(F)(F)F)c2)c1CO
→ 0.7 | 0.929 | -6.7 | -1.7 | 5.8 | 1.07 | 7.1 | -0.4 | 13.7
21. O=C(c1ccc(NS(=O)(=O)c2ccc(Cl)c(Cl)c2)cc1)N1CCOCC1
→ -0.7 | 1.03 | -7.5 | -0.5 | -12.6 | 1.07 | -3.3 | 1.7 | -5.2
22. O=C(C1=C[C@H](c2ccc(Br)cc2)C[C@H](OCCCCO)O1)N1CCN(Cc2ccc3c(c2)OCO3)CC1
→ -0.4 | 0.995 | 8.9 | -5.9 | -7.0 | 0.911 | 0.5 | -1.8 | -4.8
23. Cc1ccc(-n2ncc3c2CCCC3NC(=O)CCc2c(C)noc2C)cc1C (stereo unspecified)
→ -0.4 | 1.02 | -19.8 | -3.9 | -1.7 | 1.2 | -1.7 | -2.5 | 3.7
24. CCCN1C(=O)N(C)C(N(O)C(=O)NC)C1(C)C (stereo unspecified)
→ -0.1 | 1.05 | 9.0 | 0.5 | -4.0 | 0.91 | -5.0 | 2.8 | -1.1
25. CC(C)CNC1CCS(=O)(=O)C1 (stereo unspecified)
→ -1.6 | 1.01 | -10.0 | -3.0 | 0.2 | 1.1 | -0.8 | -0.1 | 2.0
26. Cc1cccc(NC(=O)CN2C(=O)N/C(=C\c3ccc(N4CCOCC4)cc3)C2=O)c1
→ 2.4 | 0.995 | 12.7 | 0.0 | -4.2 | 0.873 | 0.5 | -3.4 | -3.4
27. CCC(C)(C)NC(=O)C(c1ccc(OC)cc1)N(C(=O)CCC(=O)Nc1cc(C)on1)c1cc(OC)ccc1OC (stereo unspecified)
→ 0.5 | 0.964 | -7.6 | 1.5 | -8.0 | 1.08 | 3.6 | -1.5 | -3.2
28. CC(C)(C)C1CCC(C(=O)Nc2ccc(N3CCOCC3)cc2N2CCOCC2)CC1 (stereo unspecified)
→ -0.8 | 0.967 | 5.8 | -3.7 | -5.1 | 0.942 | 3.3 | -0.2 | -1.9
29. CCOC(=O)c1nnn(-c2nonc2N)c1CS(=O)(=O)c1ccccc1
→ 1.9 | 0.986 | -0.2 | -4.7 | -3.5 | 1 | 1.4 | 2.6 | -2.8
30. COc1ccc2nc(NC(=O)CSc3nnnn3C)sc2c1
→ 0.8 | 0.985 | -5.7 | 0.6 | -7.0 | 1.06 | 1.5 | -0.7 | 3.3
31. O=C(CCN1C(=O)/C(=C/c2ccccc2)SC1=S)Nc1cccnc1
→ 8.5 | 0.91 | -9.4 | 0.0 | -7.3 | 1.09 | 9.0 | 3.0 | -4.0
32. OC(CN1CCCC1)Cn1ccc2ccccc21 (stereo unspecified)
→ 0.7 | 1.02 | -6.7 | -2.8 | -4.0 | 1.07 | -1.6 | -1.9 | -0.8
33. O=S(=O)(Nc1ccccc1Cl)c1ccc(-c2ccccn2)s1
→ 3.6 | 1.13 | 4.0 | -1.7 | -11.3 | 0.96 | -12.7 | -4.0 | -2.5
34. CCc1cccc(NC(=S)Nc2cccc3ccccc23)c1
→ 2.9 | 1.17 | -6.6 | -6.8 | 0.6 | 1.07 | -16.8 | -2.0 | 2.0
35. CCOC(=O)CCSc1nc(-c2ccc3c(c2)OCO3)cc(C(F)(F)F)c1C#N
→ 1.8 | 0.981 | 0.1 | -2.5 | 7.6 | 0.999 | 1.9 | 0.5 | 0.4
36. Cc1noc(/C=C/N(C)C)c1S(=O)(=O)N1CCCC(C(=O)NC2CCCCC2)C1 (stereo unspecified)
→ -0.8 | 1.06 | 9.7 | -3.5 | -5.1 | 0.903 | -6.1 | -2.5 | 0.2
37. Cc1ccc(-c2nnc(-n3nc(C)cc3C)c3ccccc23)cc1
→ -0.1 | 0.941 | -11.0 | 0.0 | -5.8 | 1.11 | 5.9 | -3.1 | -3.9
38. COCCN(C(=S)Nc1c(C)cccc1C)C(C)c1ccco1 (stereo unspecified)
→ 1.6 | 0.996 | 10.7 | -0.3 | -3.8 | 0.893 | 0.4 | 1.1 | -2.8
39. CSc1ccc(CN2CCN(C3CCCC3)C(CCO)C2)cc1 (stereo unspecified)
→ 0.4 | 1.01 | 3.7 | 5.8 | 1.0 | 0.963 | -0.9 | -1.2 | 2.4
40. CCOP(=O)(c1c(F)c(F)c(F)c(F)c1F)C1(O)CCCCC1 (stereo unspecified)
→ 0.5 | 1.09 | -6.7 | 0.4 | -5.4 | 1.07 | -9.2 | 1.7 | -6.7
41. COC(=O)c1sc2nc(C)cc(-c3ccccc3)c2c1N
→ 0.1 | 1.11 | -4.4 | 0.1 | -7.4 | 1.04 | -10.8 | -1.3 | -6.5
42. COc1ccc(C(=O)N2CCc3c([nH]c4ccccc34)C2C(F)(F)F)cc1 (stereo unspecified)
→ 5.1 | 1.11 | 14.4 | -2.5 | 0.0 | 0.856 | -11.1 | -1.9 | 1.5
43. COc1ccc(N=Cc2c(O)[nH]c3ccccc23)cc1OC
→ 1.8 | 0.772 | -13.0 | -2.6 | -6.7 | 1.13 | 22.8 | -2.8 | -5.7
44. Cc1cc(S(=O)(=O)N(Cc2ccccc2)Cc2ccc(N(C)C)cc2)ccc1-n1cnnn1
→ 1.9 | 0.895 | 4.4 | -2.9 | -4.5 | 0.956 | 10.5 | 0.4 | 1.5
45. COC/C=C/C1=CC2=CC(=O)C(C)(OC(=O)c3cnc4ccccc4n3)C(=O)C2=CN1Cc1ccco1 (stereo unspecified)
→ -0.3 | 0.912 | 2.5 | -0.5 | -0.7 | 0.975 | 8.8 | -0.1 | 3.1
46. COc1cc(/C=N\NC(=O)C2CC3C=CC2C3)ccc1O (stereo unspecified)
→ 2.3 | 0.959 | -3.6 | -1.9 | 1.2 | 1.04 | 4.1 | -3.1 | -1.2
47. O=C(O)c1ccc(S(=O)(=O)N2CCC3(CC2)CC(=O)c2ccccc2O3)cc1
→ -0.5 | 0.976 | -2.7 | 0.2 | -5.2 | 1.03 | 2.4 | 0.4 | -1.2

4 records drawn at random from the list so far, as already listed:
Values in the order: MPTP block | mIAP activ | hIAP inh | beta cell repl | APOBEC3G inh | hIAP activ | mIAP block | NR3A LBD binder | APOBEC3A inh
46. COc1cc(/C=N\NC(=O)C2CC3C=CC2C3)ccc1O (stereo unspecified)
→ 2.3 | 0.959 | -3.6 | -1.9 | 1.2 | 1.04 | 4.1 | -3.1 | -1.2
38. COCCN(C(=S)Nc1c(C)cccc1C)C(C)c1ccco1 (stereo unspecified)
→ 1.6 | 0.996 | 10.7 | -0.3 | -3.8 | 0.893 | 0.4 | 1.1 | -2.8
32. OC(CN1CCCC1)Cn1ccc2ccccc21 (stereo unspecified)
→ 0.7 | 1.02 | -6.7 | -2.8 | -4.0 | 1.07 | -1.6 | -1.9 | -0.8
34. CCc1cccc(NC(=S)Nc2cccc3ccccc23)c1
→ 2.9 | 1.17 | -6.6 | -6.8 | 0.6 | 1.07 | -16.8 | -2.0 | 2.0
